Source: PubChem (National Center for Advancing Translational Sciences (NCATS))
TbPYK inhibitor: qHTS of Trypanosoma Brucei Inhibitors; pyruvate kinase (Trypanosoma brucei), Q57TT1; TbPYK enzyme, Kinase-Glo Plus ATP luminescence, 45 min; Potency, µM (titrated, usually from 76.8 µM), for inactives: top-dose activity, negative = inhibition, actives largely listed as inhibitors; hit rate 0.12% among 410,000; AID 624173, 2012; active = well fitted inhibition curve with a large enough effect; also: nearly all actives have a fitted effect of over 50% in size
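T. brucei PYK with substrate was exposed to pin-transferred compounds across a concentration series, then started with 130 uM ADP (final). After 45 min at room temperature, Kinase-Glo Plus luminescence was read, normalized and curve-fitted.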
Starred values were filed as active, the others as inactive. % is scaled to controls: 0 for no effect and ±100 for the full control effect; potency is read from the fitted curve at half-maximal effect. The list is partial; the hit share may differ from the screen's.

smiles	TbPYK inhibitor
C[C@@H]1CN([C@H](C)CO)C(=O)CCCn2nncc2CO[C@H]1CN(C)C(=O)Nc1ccc(N2CCCCC2)cc1	-2.0%
COc1cccc(N2CCN(C(=O)Cn3cnc4onc(-c5ccc(F)cc5)c4c3=O)CC2)c1	4.7%
COc1cc(NC(=O)c2nc(-c3ccncc3)no2)cc(OC)c1OC	-6.8%
O=C1OCC2=C1C(c1cccc(Cl)c1)CC(=O)N2c1ccc(C(F)(F)F)cc1 (stereo not drawn)	0.3%
CCOC(=O)C1=CCN(S(=O)(=O)c2ccc(F)cc2)C1c1cccc(Cl)c1 (stereo not drawn)	3.3%
COc1ccc(C(C#N)=C2C=C(Cl)C(=NO)C=C2Cl)cc1	-1.0%
COc1ccc(C(C)=O)cc1Cn1c(C)c(C(=O)NCc2ccc3c(c2)OCO3)sc1=O	1.7%
Cc1ccc(-c2ccc3c(c2)O[C@H](CN(C)C(=O)CC2CC2)[C@H](C)CN([C@@H](C)CO)S3(=O)=O)cc1	-1.6%
CC(C)CCNC(=O)CCC(=O)N1Cc2ccccc2Oc2ncccc21	1.5%
O=C(Nc1ccc2ccccc2c1[N+](=O)[O-])c1ccccc1	-6.0%
C[C@@H]1CN([C@H](C)CO)C(=O)c2cc(Br)cnc2O[C@H]1CN(C)C(=O)c1ccccc1	3.5%
CC(=O)OC1COC(OC(C)=O)CO1 (stereo not drawn)	10.4%
Cc1ccc2c(CNCc3cccc(Cl)c3)c(C(=O)O)n(Cc3ccc(F)cc3Cl)c2c1	-1.8%
OC[C@@H]1CN(Cc2cccs2)C[C@H](n2cnc3c(N4CCCC4)ncnc32)O1	0.1%
COCCn1c(SCc2ccccc2F)nc2c([nH]c3ccccc32)c1=O	-3.3%
COc1ccc(NC(=O)N2CCN(S(=O)(=O)c3ccc4c(ccn4C)c3)CC2)c(OC)c1	-3.3%
CCOc1ccc(Nc2c(S(=O)(=O)c3ccc(C)cc3)cnc3ccc(F)cc23)cc1	-0.7%
CCOC(=O)N1CCN(Cc2nc3cc(NC(=O)C(C)C)ccc3n2C(C)C)CC1	-5.2%
Cc1ccc(Cl)cc1Nc1nc2ccccc2c2nncn12	0.5%
O=C(NCc1ccccc1)C1=C[C@@H](c2ccccc2)C[C@@H](OCCCCO)O1	3.5%
CC(=O)c1nn(-c2ccc(OC(F)(F)F)cc2)nc1Nc1ccccc1	-5.7%
CCOC(=O)c1c(NC(=O)C2c3ccccc3Oc3ccccc32)sc2c1CCC(CC)C2 (stereo not drawn)	-1.2%
Cc1nc2ccc(S(=O)(=O)CCC(=O)Nc3ccc(F)cc3C)cc2s1	-19.8%
C[C@H](CO)N1C[C@H](C)[C@@H](CN(C)S(=O)(=O)c2ccc(-n3cccn3)cc2)OCc2cn(nn2)CCCC1=O	5.0%
CCOC(=O)C(=O)NCC(c1cccnc1)N1CCN(c2ccccc2)CC1 (stereo not drawn)	-3.1%
COc1cccc(C(c2nnnn2C2CCCC2)N2CCN(C/C=C/c3ccccc3)CC2)c1OC (stereo not drawn)	-0.2%
N#Cc1ccc(C(=O)N2Cc3cnnn3-c3ccccc3C2C#N)cc1 (stereo not drawn)	-5.7%
CCOc1nc(-c2ccc(C)cc2)ccc1-c1noc(-c2ccccc2F)n1	-1.4%
CC1(C)C(=O)N(CC(=O)Nc2ccc(Cl)cc2)c2ccccc21	5.0%
Cc1ccc(C)c(S(=O)(=O)c2cnc(SCC(=O)Nc3ccc(F)cc3F)[nH]c2=O)c1	1.5%
O=C(NC1CCCCCCC1O)c1ccccc1 (stereo not drawn)	-3.3%
O=C(Cc1ccc(F)cc1)Nc1cccc(-c2nc3cccnc3s2)c1	0.3%
CCCN(CCC)C(=O)c1c2c(nc3ccccc13)C(=O)N(C1CCCCC1)C2	-1.9%
COC(=O)C1=C(c2ccc(S(C)(=O)=O)cc2)C[C@@H]2CC[C@H]1N2C(=O)NCCS(C)=O (stereo partly drawn)	1.0%
CCNC(=O)c1c(NC(=O)Cc2coc3cc(C)ccc23)sc2c1CCCC2	-5.1%
CCOC(=O)c1ccc(NC(=O)Cn2c(=O)n(-c3ccc(C)cc3)c(=O)c3c2cnn3C)cc1	-2.8%
C#CCOCCOCCOCCNc1nc(N2CCN(C(=O)Cn3cc(CCO)nn3)CC2)nc(N2CCN(C(=O)[C@H](C)n3cc(CCCN=C(N)N)nn3)CC2)n1	0.3%
CCN1CCN(S(=O)(=O)c2ccc(Cl)c(C(=O)N(C)CC(=O)Nc3c(C)cccc3C)c2)CC1	-16.6%
CCC(=O)N1c2ccccc2CC1C(=O)NCc1cccc(OC)c1OC (stereo not drawn)	-4.5%
CCN1C(=O)c2cccc3c(S(=O)(=O)N(C)C)ccc1c23	-0.1%
Clc1ccccc1-c1nnc(COc2ccccc2)o1	0.6%
O=C(CCS(=O)(=O)c1cc(Br)cc2c1N(C(=O)C1CC1)CC2)N1CCN(c2ccccc2)CC1	-3.7%
O=C(Nc1ccc(C(=O)N2CCCCC2)cc1)C1CC1	3.0%
CO[C@@H]1[C@@H](OC2OC(C)C(OC3CC(C)(O)C(O)C(C)O3)C(N(C)C)C2O)[C@@H](CC=O)C[C@@H](C)[C@@H](OC2CCC(N(C)C)C(C)O2)/C=C/C=C/C[C@@H](C)OC(=O)C[C@H]1OC(C)=O (stereo partly drawn)	0.9%
Cc1cc(-c2cc(NC=O)c3ncc(-c4cccc(C(=O)NCCN(C)C)c4)n3c2)cc(C)c1O	-0.3%
CCc1nc2ccccc2n1CCCCOc1ccccc1C	-4.2%
COc1ccc(-c2csc(NCCc3nc4cc(C(=O)NCCCO)ccc4n3Cc3ccc(C)cc3)n2)cc1	-9.5%
COc1ccc(S(=O)(=O)N2CCN(Cc3nc4ccc(C)cc4o3)CC2)cc1	-7.4%
CCOC(=O)c1oc2c(CN3CCN(C)CC3)c(O)c(CC)cc2c(=O)c1-c1nc2ccccc2s1	-4.3%
Cc1cc(C)n2c(NCc3ccccc3)c(CCc3ccccc3)nc2n1	0.1%

Reprinted from the results shown (six entries):
smiles	TbPYK inhibitor
Cc1cc(-c2cc(NC=O)c3ncc(-c4cccc(C(=O)NCCN(C)C)c4)n3c2)cc(C)c1O	-0.3%
CCc1nc2ccccc2n1CCCCOc1ccccc1C	-4.2%
COc1ccc(-c2csc(NCCc3nc4cc(C(=O)NCCCO)ccc4n3Cc3ccc(C)cc3)n2)cc1	-9.5%
COc1ccc(S(=O)(=O)N2CCN(Cc3nc4ccc(C)cc4o3)CC2)cc1	-7.4%
CCOC(=O)c1oc2c(CN3CCN(C)CC3)c(O)c(CC)cc2c(=O)c1-c1nc2ccccc2s1	-4.3%
Cc1cc(C)n2c(NCc3ccccc3)c(CCc3ccccc3)nc2n1	0.1%

(next part)
smiles	TbPYK inhibitor
Cc1cccc(CNC(=O)CCn2c(=O)c3cccn3c3ccc(F)cc32)c1	-19.8%
CN1C(=O)C2C[C@@]3(Br)c4ccccc4N(OOSc4ccccc4)[C@H]3N2C(=O)[C@@H]1Cc1ccccc1 (stereo partly drawn)	6.4%
CCOC(=O)C1=CCC(c2ccccc2C(F)(F)F)N(S(=O)(=O)c2ccc(C)cc2)C1 (stereo not drawn)	3.9%
CCCCC[C@@H](C)N1C[C@@H](COCc2ccccc2)Oc2cc(N3CCC[C@H]3CO)ccc2S1(=O)=O	-0.1%
Cc1cccc(CC(=O)Nc2c(C(=O)Nc3cccc(F)c3)oc3ccccc23)c1	0.1%
CC(=O)Nc1cc(-c2cccc(C(=O)N(C)C)c2)cn2c(-c3ccc(F)c(Cl)c3)cnc12	-3.2%
COC(=O)COc1ccc2oc(-c3ccc(OC)cc3)cc(=O)c2c1	3.5%
COCCn1c(=O)c(-c2cccc(C#N)c2)nc2cnc(N3CCNCC3)nc21	2.0%
O=C(Nc1cccc(Cl)c1Cl)c1cc(S(=O)(=O)N2CCCCC2)ccc1F	-4.1%
COc1ccc(S(=O)(=O)NCCc2cn3ccsc3n2)cc1	-2.3%
Cc1ccc2c(=O)cc(C(=O)Nc3ccc(S(=O)(=O)N4CCC(C)CC4)cc3)oc2c1C	0.3%
COc1ccc(CCNC(=O)CCc2c(C)nc3c(c(C)nn3-c3ccc(C)cc3)c2C)c(OC)c1	-10.6%
CCc1ccc(NCc2cc3cc4c(cc3n(CC(=O)Nc3ccc(F)cc3)c2=O)OCCO4)cc1	-2.2%
O=C(Cn1c(=O)n(Cc2ccc3c(c2)OCO3)c(=O)c2ccccc21)Nc1cccc(Cl)c1	-0.8%
Cc1c(C(=O)NCc2ccc(Cl)cc2)oc2ccc3c(c12)C(=O)CC(C)(C)O3	-9.6%
O=C(Nc1nnc([C@@H]2C[C@H](O)[C@@H](CO)O2)s1)c1c(F)cccc1F	3.8%
COc1ccccc1N1CCN(c2ncnc3c2cnn3-c2cc(Cl)ccc2C)CC1	1.5%
CCCCc1cc(=O)oc2cc(C)c3c(C(C)(C)C)coc3c12	-11.2%
CC(=O)NC(c1ccccc1)c1nc(-c2cc3ccccc3o2)cs1 (stereo not drawn)	0.2%
Cc1ccc2sc(-c3ccc(N)cc3)nc2c1	-8.6%
COc1ccc(Cl)cc1NC(=O)C1CCN(S(=O)(=O)c2ccc(F)cc2)CC1	3.4%
CCOC(=O)c1cnc2c(OC)cccc2c1Nc1cccc(O)c1	4.0%
COc1ccc(C(=O)Nc2nnc(C(C)C)s2)cc1OC	-1.4%
COc1ccccc1CNC(=O)c1cc2ccc3ccc(C)[nH]c3c2n1	1.6%
CCCCn1cc(S(=O)(=O)c2ccccc2)c(=O)c2cc(F)c(N3CCC(C)CC3)cc21	-3.5%
O=C(NCc1ccccc1)c1ccc(CSc2nc3cccnc3n2Cc2ccccc2)cc1	2.5%
Cc1ccc2nc(C3CCCCC3)c(Cc3ccsc3)n2c1	7.0%
CCCOc1ccc(F)cc1-c1cc(C(=O)NCc2cccc(C(F)(F)F)c2)[nH]n1	4.0%
O=C(Nc1ccc(Cl)cc1)c1ccc2oc(=O)n(Cc3ccccc3)c2c1	7.0%
COCCn1c(C)cc(O)c(C(c2ccc(C)cc2)N2CCCCC2)c1=O (stereo not drawn)	-6.5%
O=c1c2oc3ccccc3c2n(Cc2ccccc2F)c(=O)n1Cc1ccccc1	1.4%
COc1ccc(NC(=O)C2(C)CCN2Cc2ccc3ccccc3c2)cc1OC (stereo not drawn)	1.7%
COc1ccc(-c2nn(CC(=O)NC3CCCC3)c3c2cnc2ccc(F)cc23)cc1	2.6%
O=C(NCc1ccccc1)C(=O)Nc1ccc2nc3n(c(=O)c2c1)CCCCC3	-7.1%
CCS(=O)(=O)N1CCc2cc(C(=O)N3CCN(c4ccccc4OC)CC3)ccc21	-0.8%
Cc1cc(C)c2oc(-c3cc(NC(=O)Cc4ccccc4)ccc3Cl)nc2c1	2.6%
COc1ccc(C(=O)N2CCC3(CCCN(Cc4cc(C(F)(F)F)cc(C(F)(F)F)c4)C3)CC2)cc1	3.0%
Cc1ccccc1-c1nc(SCC(=O)NCC2CCCO2)c2c(=O)n(C)c(=O)n(C)c2n1 (stereo not drawn)	-3.6%
N#CCCn1c(=O)c(-c2ccc(Cl)cc2)nc2cnc(Oc3cccc(Cl)c3)nc21	3.9%
COc1ccccc1NC(=O)COC(=O)Cn1c(C)csc1=O	1.2%
CC1=C(C(=O)Nc2ccccc2)C(c2ccco2)NC(=O)N1 (stereo not drawn)	-3.5%
COc1ccc(CCNc2nc(SCc3cccc(F)c3)nc3ccccc23)cc1OC	-4.8%
NC(=O)c1ccc(NCCc2ccco2)cc1	5.2%
COCCCn1cc(CN(C)C2CN(Cc3cn(CCCOC)nn3)S(=O)(=O)C2)nn1 (stereo not drawn)	4.1%
Cc1ccc(NC(=O)CN2C(=O)COc3ccc(S(=O)(=O)N4CCCCCC4)cc32)c(C)c1	2.2%
O=C(NCc1cccnc1)c1cc(C2CCCCN2S(=O)(=O)c2cccc3cccnc23)on1 (stereo not drawn)	-11.7%
O=C(c1cccc(F)c1)N1CCC2(CCCN(Cc3nccs3)C2)CC1	-4.7%
CCN(CC)C(=O)Cn1ncc2c([nH]c3ccccc32)c1=O	1.7%
COc1ccc(C2c3cc(OC)c(OC)cc3CC(=O)N2c2cccc(C#N)c2)cc1 (stereo not drawn)	0.4%
Cc1cccc(N(CC(=O)NCCSc2ccc(Cl)cc2)S(C)(=O)=O)c1C	0.1%

Going on with the list:
smiles	TbPYK inhibitor
CCc1ccc(OC(C)C(=O)Nc2c(C(=O)c3ccccc3)oc3ccccc23)cc1 (stereo not drawn)	-12.9%
CC(=O)Oc1ccc(Cn2c(C)c(C(=O)NCc3cccc(C(F)(F)F)c3)sc2=O)cc1	2.4%
O=C1OC(Cc2ccccc2)(c2ccccc2)c2ccccc21 (stereo not drawn)	-12.5%
OC[C@@H]1CN(Cc2cccs2)C[C@H](n2cnc3c(NC4CCCC4)ncnc32)O1	-8.0%
CC(=O)N1CCN(Cc2cc(=O)oc3ccccc23)CC1	4.4%
CCOC(=O)c1[nH]c(C)c(CCC(=O)Nc2ccc(C(C)=O)cc2)c1C	-9.0%
O=C(CN1C(=O)CC(c2ccco2)Sc2ccccc21)Nc1cccc(C(F)(F)F)c1 (stereo not drawn)	5.6%
CCN(CCCNC(=O)c1cc(Nc2ccc(OC)cc2)nc2ccccc12)c1cccc(C)c1	-1.3%
COc1cc(OC)cc(C(=O)Nc2ccc3c(c2)N(C2CCCC2)C(=O)c2ccccc2S3)c1	0.1%
CCOC(=O)c1c(C)[nH]c(C)c1S(=O)(=O)NCC(=O)Nc1ccc(C)cc1C	-0.4%
